V-ATPase pH: alters yeast V-ATPase proton transport; S. cerevisiae, pHLuorin cytosolic pH fluorescence; response, % at 10 µM; actives 0.37% (n = 350,000); AID 504577; in the data active = response mostly above about 7.3%, no sharp cut-off; inactive = mostly below about 5.4%; also: actives read high; inactives centre near 0; some compounds called inactive have numbers as strong as hits; reference of the scale not given here
Keap1-Nrf2 PPI: inhibitors of human Keap1-Nrf2 protein-protein interaction. Q14145. Keap1 Kelch-Nrf2 peptide fluorescence polarization, 1536-well. inhibition, % at 9.4 µM. actives 0.15% (n = 340,000). AID 504523; in the data active = inhibition above about 12%;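 also: human Keap1 Kelch domain with fluorescein labeled Nrf2 9mer peptide probe; 0% = neutral control wells and 100% = peptide positive control; higher means more block of Keap1 binding to Nrf2 peptide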
Target sequence (Q14145 whole entry, looked up, the tested form may be a part): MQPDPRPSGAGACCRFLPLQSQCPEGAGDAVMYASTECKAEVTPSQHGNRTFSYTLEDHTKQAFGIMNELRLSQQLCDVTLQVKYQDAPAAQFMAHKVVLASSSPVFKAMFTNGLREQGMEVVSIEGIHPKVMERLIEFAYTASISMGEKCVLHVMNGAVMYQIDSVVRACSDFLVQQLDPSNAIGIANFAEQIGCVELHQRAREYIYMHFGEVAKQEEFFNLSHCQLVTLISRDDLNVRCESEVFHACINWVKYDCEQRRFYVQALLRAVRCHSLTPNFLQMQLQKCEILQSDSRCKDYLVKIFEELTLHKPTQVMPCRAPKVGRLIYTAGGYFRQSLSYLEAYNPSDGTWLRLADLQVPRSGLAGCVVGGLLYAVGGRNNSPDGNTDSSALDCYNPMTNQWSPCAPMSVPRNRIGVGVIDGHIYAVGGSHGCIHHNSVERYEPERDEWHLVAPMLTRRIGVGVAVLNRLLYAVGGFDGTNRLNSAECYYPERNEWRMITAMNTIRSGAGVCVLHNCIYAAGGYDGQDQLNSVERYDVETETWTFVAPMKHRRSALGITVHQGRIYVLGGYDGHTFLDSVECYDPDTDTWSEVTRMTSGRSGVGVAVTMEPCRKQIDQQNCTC
LANA DNA inh: KSHV C-LANA DNA binding inhibition; AID 504423; inhibition, % at 9 µM; MBP-C-LANA/FAM-LBS DNA binding, fluorescence polarization; actives 0.078% (n = 340,000);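 active = highest replicate inhibition at or above 60% at 9 µM, even if other replicates fall short; inactive = all replicates below 60% inhibition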;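 also: 0% = neutral control wells and 100% = 4 µM acridine orange control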
Arrestin-AP2 inh: inhibitors of human beta-arrestin and AP2 interaction | FITC-arrestin peptide / GST-AP2 beads, flow cytometry; AP2 beta2 appendage carries R879A mutation | inhibition, % at 10 µM | actives 0.31% (n = 340,000) | AID 504490;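 active = inhibition above a set limit, near 3 SD of compounds lacking own fluorescence, cut at about 54% in these data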;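 also: plate controls were DMSO wells for no effect and 5 µM unlabelled arrestin peptide for full effect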
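Measured by: flow cytometry, FL1 (488/535 nm); Material: AP2 appendage R879A on GSH beads; Evaluation: percent response; Timing: pre-incubation 12 min, peptide binding 1 h, room temperature; Also added: 50 nM FITC-arrestin peptide; Medium: PBS with 0.05% Tween 20 and 0.1% BSA.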
Wnt act: Wnt/beta-catenin pathway activation; Wnt/beta-catenin reporter cell assay, activator, plate reader; activation, % at 9.35 µM; actives 1.2% (n = 300,000); in the data active = activation above about 30%, passing the limit was not always enough;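 also: 0% = neutral control wells and 100% = positive control wells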
RTF Ca sens inh: cardiac RTF calcium desensitization; P19429+P45379; IANBD-labeled cardiac RTF, Ca2+ fluorescence; inhibition, % at 7.15 µM; actives 0.12% (n = 340,000); AID 493244;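 active = inhibition above the mean inhibition of all tested compounds plus 3 SD, cut at about 17% in these data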;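 also: assay run at fixed EC70 calcium of 1.6 mM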
RTF Ca sens act: increases calcium sensitivity of human cardiac regulated thin filaments. activation, % at 7.2 µM. IANBD-labeled TnC RTF fluorescence at EC20 calcium; 0% EC20 calcium, 100% full calcium. AID 493008. P19429+P45379. actives 0.24% (n = 340,000);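 active = activation above the mean over all tested compounds plus 3 SD, cut at about 30% in these data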;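 also: rise in fluorescence read as greater calcium sensitivity of cardiac thin filaments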
MOR-DOR inv ag: inverse agonist of human OPRM1-OPRD1 heterodimerization. P35372+P41143. cell-based MOR-DOR heterodimer luminescence, inverse agonism. inhibition, % at 9.3 µM. actives 0.21% (n = 340,000). AID 504357; in the data active = inhibition above about 22%, passing the limit was not always enough;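 also: 0% = cells with DMSO and 100% = wells without cells with DMSO; values of inactives mirror those of a sister screen read the other way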
OPRM1-OPRD1 ag: OPRM1-OPRD1 heterodimerization agonism; cells, luminescence; activation, % at 9.3 µM; AID 504326; P35372+P41143; actives 0.3% (n = 340,000); in the data active = activation above about 18%;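 also: 0% = vehicle-treated cells and 100% = reference agonist; values of inactives mirror those of a sister screen read the other way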
Pemphigus Ab inh: inhibitors of pemphigus antibody binding to human desmoglein-3. P32926. DSG3-coupled beads, scFv-anti-DSG3-GFP binding, flow cytometry; hits give low values. binding (percent of control), % at 10 µM. actives 0.48% (n = 310,000);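 active = binding more than 3 SD below its plate's average and above zero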;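 also: hits lower antibody fragment binding to DSG3; some compounds called inactive have numbers as strong as hits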
An asterisk follows results filed as active; . = not tested or not shown.

Values run as follows: RTF Ca sens act | Wnt act | Keap1-Nrf2 PPI | V-ATPase pH | LANA DNA inh | Pemphigus Ab inh | MOR-DOR inv ag | OPRM1-OPRD1 ag | RTF Ca sens inh | Arrestin-AP2 inh
COC(=O)C(CCSC)NC(=O)C12CC3CC(CC(C3)C1)C2 (centres undefined)
→ 1 | -3 | 0 | -2 | -1.4 | 127 | 3 | -0.7 | -9 | 6
O=C1Nc2ccc(Br)cc2C12OCCO2
→ 2 | -1 | 0 | 0 | -1.2 | . | 2 | -0.4 | 2 | -9
Cc1ccc(NC(=O)NC2=N/C(=C(/C#N)C(=O)N3CCCC3)c3ccccc32)cc1
→ -2 | 10 | -5 | -1 | -1.3 | 103 | 7 | -1.4 | -2 | 2
CN1C(=O)C(O)(C2COC(C)(C)CC2=O)c2ccccc21 (centres undefined)
→ -4 | -2 | 0 | 6 | -0.3 | . | 32* | -7.6 | -6 | -2
Cc1ccc(Oc2c(C=O)c3ccccc3n2C)cc1
→ -1 | . | -4 | 1 | 0.9 | 73 | -9 | 1.6 | -7 | 3
CC(C)CCNC(=O)Cn1c2c(c(-c3ccccc3Cl)cc1=O)CCC2
→ -2 | 4 | -1 | 4 | 0.5 | 81 | 8 | -1.4 | 1 | 11
O=C(Cc1ccc(NS(=O)(=O)c2ccc(Cl)c(Cl)c2)cc1)NCCN1CCOCC1
→ -5 | 0 | 7 | 3 | 4.6 | 105 | 3 | -0.7 | -23 | -1
COc1ccc(O)c(CN2CCN(CCCc3ccccc3)C(CCO)C2)c1 (centres undefined)
→ 1 | 0 | -3 | 1 | -0.7 | 116 | -17 | 3.5 | -2 | 1
Cc1cccc(/C=C2/S/C(=N/N=C3\CC4CCC3(C)C4(C)C)NC2=O)c1 (centres undefined)
→ 0 | . | 0 | 3 | -1.0 | 98 | -9 | 1.8 | -3 | 3
CCCCCCOc1ccc(N2C(=O)CC(N3CCN(CCN=CC4=C(O)CC(C)(C)CC4=O)CC3)C2=O)cc1 (centres undefined)
→ 2 | -1 | 3 | 5 | 1.1 | 98 | 3 | -0.7 | -7 | 9
COc1ccc(CNC(=O)C2(CC3CC(c4ccccc4)=NO3)CCNCC2)cc1 (centres undefined)
→ -1 | -2 | -2 | 5 | -0.4 | 103 | 16 | -3.4 | 4 | -6
C=C1CCN([C@H](C(=O)NCc2cc(OC)c(OC)c(OC)c2)C(C)C)S(=O)(=O)c2ccccc21
→ 0 | 0 | 6 | 3 | -0.2 | 100 | 15 | -2.7 | -6 | -4
Cc1ccccc1-n1c(SCC(=O)c2c(N)n(C3CC3)c(=O)[nH]c2=O)nnc1N1CCOCC1
→ -3 | -2 | 2 | 0 | 0.0 | 102 | 11 | -2.0 | 2 | -5
N#Cc1c(NC(=O)CSc2ncn[nH]2)sc2c1CCCCC2
→ 0 | . | 3 | 2 | 1.2 | 102 | 11 | -2.0 | -8 | -4
O=C(c1ccccc1)c1cnc2ccc(Cl)cc2c1N1CCOCC1
→ -1 | -6 | 4 | 5 | 1.8 | 96 | -1 | 0.2 | -10 | 8

(further entries)
Values run as follows: RTF Ca sens act | Wnt act | Keap1-Nrf2 PPI | V-ATPase pH | LANA DNA inh | Pemphigus Ab inh | MOR-DOR inv ag | OPRM1-OPRD1 ag | RTF Ca sens inh | Arrestin-AP2 inh
CCS(=O)(=O)c1c(S(=O)(=O)CC)c2ccccn2c1C(N)=O
→ -1 | 0 | -3 | -3 | 0.6 | 100 | 6 | -1.1 | 1 | 2
CCOC(=O)N1CCN(C2CCCN(C(=O)c3ccccc3C(F)(F)F)C2)CC1 (centres undefined)
→ 0 | 0 | -3 | 0 | -0.1 | 97 | 7 | -1.3 | -9 | 18
COc1ccccc1N(C(=O)c1snc(C(N)=O)c1N)C(C(=O)NC1CCCC1)c1ccc(N(C)C)cc1 (centres undefined)
→ -1 | -1 | -2 | 0 | -0.6 | 117 | -19 | 2.3 | 1 | -2
CN(Cc1ccc(Cl)cc1)C(=O)COC(=O)CSc1ccc([N+](=O)[O-])cc1
→ -1 | -2 | -3 | -2 | -0.9 | 106 | -1 | 0.2 | -8 | 5
COc1ccccc1OCC(=O)Nc1ccc(N2CCCCC2)cc1
→ 8 | 1 | 2 | -2 | 0.5 | 129 | 3 | -0.5 | -1 | 6
CCOC(=O)NC(NC(=S)Nc1ccc(OCC)cc1)C(Cl)(Cl)Cl (centres undefined)
→ -3 | . | 0 | 4 | 0.6 | 99 | -25 | 4.2 | -11 | -3
CC1(C)CC(=O)C(C=NCCc2ccc(O)cc2)=C(O)C1
→ -3 | . | -2 | 2 | -0.2 | 103 | 17 | -2.9 | -1 | 4
CC(C)C[C@H](NC(=O)c1nc[nH]c1C(=O)NCC(=O)OC(C)(C)C)C(=O)OC(C)(C)C
→ -8 | -5 | 0 | -2 | 0.2 | 99 | -29 | 5.2 | -6 | 3
Cc1cccc(N2CCN(c3nc4nonc4nc3N3CCSCC3)CC2)n1
→ 0 | -1 | -6 | 2 | -0.6 | 111 | 16 | -3.0 | -9 | 8
CC1CCCC(NC(=O)Cn2cc([N+](=O)[O-])ccc2=O)C1C (centres undefined)
→ -3 | -1 | -3 | 5 | 0.5 | . | 9 | -2.1 | -13 | 22
CCC(=O)Nc1nonc1-c1nc2ccccc2n1Cc1cccc2ccccc12
→ 2 | . | -10 | 1 | -0.5 | 108 | 9 | -1.5 | -9 | -1
COc1cc(NC(=O)Cn2cnc3c(nc4n3CCCCC4)c2=O)cc(OC)c1OC
→ 1 | 0 | -2 | -1 | 0.9 | . | 12 | -2.2 | 1 | 4
Cc1ccc2c(c1)C(=O)C(=O)N2Cc1ccc(Br)cc1
→ 3 | -21 | -7 | -6 | -1.2 | 104 | 37 | -8.0 | 13 | 2
Cc1cccn2c(=O)c3cc(C(=O)NCC4CCCO4)c(=N)n(CCc4ccccc4)c3nc12 (centres undefined)
→ -7 | 0 | -5 | -69 | 0.0 | 105 | 12 | -1.9 | 4 | 5
CCc1ccc(NC(=O)CCn2nc(C)c(S(=O)(=O)N3CCCCC3)c2C)cc1
→ -5 | -1 | -1 | 5 | -0.7 | 102 | 11 | -2.1 | -4 | 3

Next records follow:
Values run as follows: RTF Ca sens act | Wnt act | Keap1-Nrf2 PPI | V-ATPase pH | LANA DNA inh | Pemphigus Ab inh | MOR-DOR inv ag | OPRM1-OPRD1 ag | RTF Ca sens inh | Arrestin-AP2 inh
Cc1ccc(CN2CCN(Cc3cn(C)nc3C)CC2CCO)o1 (centres undefined)
→ 3 | -3 | -7 | 0 | 1.2 | 108 | -32 | 4.6 | -14 | 2
CCCCn1c(N)c(N(CC(C)C)C(=O)c2ccc(-n3c(C)ccc3C)cc2)c(=O)[nH]c1=O
→ -12 | 2 | -6 | -3 | -1.9 | 112 | 18 | -3.4 | -1 | 23
Cc1ccc(C(=O)NCC(=O)NC2CCC(C)CC2)s1 (centres undefined)
→ 1 | 6 | -3 | -3 | 1.0 | 90 | 9 | -2.3 | -6 | -8
N#CCCN(C1CCCCC1)S(=O)(=O)CCOc1ccccc1
→ 4 | -1 | -9 | -2 | 1.9 | 105 | 9 | -1.9 | 2 | 3
CC(CC(=O)N1CCN(C(=O)c2ccccc2)CC1)c1ccccc1 (centres undefined)
→ -6 | -1 | -6 | -2 | 0.4 | 106 | 3 | -0.6 | -1 | 12
COc1cc(CC(=O)Nc2ccc(S(=O)(=O)NC3=NCCCCC3)cc2)cc(OC)c1OC
→ 1 | 0 | -5 | 9 | -2.5 | 93 | 15 | -2.9 | 0 | 11
Oc1[nH]c2ccccc2c1C=Nc1ccccc1
→ 0 | 45* | -2 | 0 | -1.0 | 97 | 0 | 0.0 | -12 | -3
CCN(CC(=O)Nc1ccc(NC(C)=O)cc1)C(=O)c1ccccc1CCc1ccccc1
→ 0 | 1 | 0 | -1 | 0.3 | 102 | 10 | -1.6 | 0 | 15
CCOc1ccc(C(C)(C)C)cc1S(=O)(=O)N1CC(C)OC(C)C1 (centres undefined)
→ 0 | -1 | -2 | -2 | 2.9 | 103 | -9 | 2.1 | 1 | 2
O=C(COc1ccccc1C(=O)O)Nc1nc2ccc([N+](=O)[O-])cc2s1
→ -5 | 8 | -2 | -2 | 1.0 | 101 | -8 | 1.5 | 6 | 10
CCOC(=O)CCS(=O)(=O)c1ccc(-c2ccc(S(=O)(=O)CCC(=O)OCC)cc2)cc1
→ 4 | -4 | 0 | 9 | 0.3 | 96 | 1 | -0.1 | -3 | -4
Cc1ccc(Cl)cc1N1CCN(C(=O)Cc2cn(C)c3ccccc23)CC1
→ -8 | -5 | -1 | 11 | -1.5 | . | -14 | 2.3 | 4 | 6
COc1ccccc1/C=N/NC(=O)CC(=O)NCc1ccccc1
→ -3 | 0 | -2 | 1 | -1.4 | 101 | 21 | -4.1 | 1 | -1
Cc1cccc(NS(=O)(=O)c2cccc(C(=O)NCC3(N4CCCCC4)CCCCC3)c2)c1
→ -2 | -3 | -7 | 7 | 0.9 | 103 | -30 | 4.5 | -1 | -10
CCN(C(C)=O)c1cccc2ccccc12
→ -5 | . | 2 | 0 | 0.9 | 101 | 4 | -0.9 | -12 | 7

Other records follow.
Values run as follows: RTF Ca sens act | Wnt act | Keap1-Nrf2 PPI | V-ATPase pH | LANA DNA inh | Pemphigus Ab inh | MOR-DOR inv ag | OPRM1-OPRD1 ag | RTF Ca sens inh | Arrestin-AP2 inh
COc1cc(Cl)ccc1S(=O)(=O)n1nc(C)cc1C
→ -3 | . | 2 | 5 | -0.3 | 101 | 13 | -2.3 | -8 | -1
C=CCn1c(SC)nccc1=O
→ 3 | -5 | -5 | 3 | 2.2 | 92 | 5 | -1.0 | -14 | 5
COc1ccc(C(=O)Nc2nc3ccc(S(C)(=O)=O)cc3s2)cc1OC
→ -1 | -22 | -2 | -3 | -0.2 | 76 | 0 | 0.0 | -8 | 3
Cc1cccc(OCC(=O)Nc2nnc(S(=O)(=O)N3CCCCC3)s2)c1
→ -2 | -2 | -3 | -5 | -0.2 | 101 | 8 | -1.4 | -2 | 3
O=C(O)c1ccc(Cl)c(S(=O)(=O)NC(Cc2ccccc2)C(=O)O)c1 (centres undefined)
→ -1 | 22 | 2 | 1 | 0.2 | 101 | 3 | -0.6 | 3 | 7
CCCCN(C(=O)/C=C/c1ccco1)c1c(N)n(CCC)c(=O)[nH]c1=O
→ 1 | 1 | -3 | 4 | -6.3 | 113 | 8 | -1.7 | 13 | -24
Cc1ccc(N2C(=O)C3CCC(c4ccccc4)CC3C2=O)cc1 (centres undefined)
→ 1 | -1 | -2 | -4 | -0.3 | 99 | 1 | -0.1 | -1 | 5
c1coc(CNc2ncnc3sc4c(c23)CCCCC4)c1
→ -6 | . | -5 | -1 | -1.5 | 101 | 8 | -1.5 | 1 | 3
CCCNc1ncnc2onc(C)c12
→ 6 | 0 | -2 | 5 | -1.6 | 105 | 9 | -1.7 | 0 | -17
Cc1cc(C(F)F)n2nc(C(=O)Nc3ccccc3Br)nc2n1
→ -1 | 0 | -2 | -1 | -2.2 | 97 | 8 | -1.6 | -6 | -4
COC(=O)C1C(=O)NCC1c1ccc(OC)cc1 (centres undefined)
→ -1 | . | -4 | -1 | 1.3 | 129 | 12 | -2.0 | 0 | 3
NC(=O)C1(N2CCCCC2)CCN(C(=S)Nc2ccc(F)c(Cl)c2)CC1
→ 0 | -1 | 3 | 5 | 1.0 | 98 | 9 | -1.7 | -5 | 8

Compounds as they come; about 3.1% have a hit in one of these screens.
